FXIa inh – inhibitors of human coagulation factor XIa. P03951. purified FXIa, Boc-Glu-Ala-Arg-AMC fluorogenic substrate. inhibition, % at 5 µM. actives 0.14% (n = 220,000). AID 798;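 active means inhibition of at least 40%; inactive means inhibition below 40%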;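 further: fluorescence of freed AMC excited at 355 nm; 0% = enzyme without compound and 100% = no enzyme blank; many of its hits are not listed in these tables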
KCC2 mod – KCC2 (human) Cl- transport modulation. KCC2 cells, thallium flux FluoZin-2 fluorescence. B-score of Tl+ flux slope (higher = more flux/activation; lower = inhibition) at 10 µM. actives 2.2% (n = 190,000);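 active means thallium flux slope and its plate-corrected score both differing from the plate sample mean at a set confidence after two filtering rounds, in either direction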;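 further: slope of fluorescence scaled to starting intensity during 10 to 20 s after thallium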
Wee1 degr inh – human Wee1 degradation inhibition, primary screen | reporter increase, % at 5 µM | AID 1321 | HeLa Luc-Wee1K328M stability, luciferase luminescence; 100% = proteasome inhibitor MG132 effect | actives 1.2% (n = 220,000) | P30291;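 active means activation above the mean of all tested compounds plus 3 SD, set per screening run, cut at about 8.8% in these data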;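 further: cells exposed to compound for 20 h before luminescence read; 0% = DMSO alone and 100% = MG132 at 30 µM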
thrombin 1536 – blocks human thrombin protease activity; P00734; alpha-thrombin, Boc-VPR-AMC fluorogenic substrate cleavage; inhibition, % at 5 µM; actives 0.26% (n = 220,000); AID 1046;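 active means inhibition at or above 40%; inactive means inhibition below 40%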;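 further: 0% = enzyme with no compound and 100% = wells without enzyme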
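System – human alpha-thrombin · Medium – pH 7.5 Tris (50 mM) with NaCl 150 mM, Tween 20 0.05% · Compound – single-point dosing at 5 µM, 0.2% DMSO · Incubation – enzyme reaction carried out at room temperature · Technique – fluorescence of released AMC, ex 355 nm, em 460 nm · Read-out basis – % inhibition of thrombin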
Furin inhibitor – human furin inhibition | purified furin, fluorogenic substrate cleavage | P09958 | AID 463115 | inhibition, % at 30 µM | actives 0.061% (n = 220,000); in the data active means inhibition above about 25%; further: inactives centre near -15
KLK5 inh – kallikrein 5 (human) inhibition; inhibition, % at 5 µM; recombinant hK5, fluorogenic AMC substrate cleavage; actives 0.59% (n = 210,000); AID 873; Q9Y337;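 active means inhibition of 40% or more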;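 further: 0% = enzyme controls without compound and 100% = no-enzyme blanks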
p97 ATPase inh – human p97 ATPase inhibition; P55072; recombinant p97 ATPase, Kinase-Glo ATP luminescence, 3 h; inhibition, % at 8 µM; actives 0.42% (n = 220,000); in the data active means inhibition above about 15%;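 further: 0% = DMSO vehicle and 100% = wells lacking enzyme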
PERK inhibitor – inhibitors of human PERK kinase; CHO PERK-DD fusion, SEAP luminescence translation reporter; inhibition, % at 5.6 µM; Q9NZJ5; AID 1416; actives 0.17% (n = 220,000);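 active means inhibition above the mean inhibition of all tested compounds plus 3 SD, set separately per screening campaign, cut at about 2.9% in these data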;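 further: PERK kinase domain activated by AP20187 dimerizer at 100 nM; 0% = DMSO with dimerizer and 100% = rapamycin at 8.4 µM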
Target sequence (Q9NZJ5 whole entry, looked up, the tested form may be a part): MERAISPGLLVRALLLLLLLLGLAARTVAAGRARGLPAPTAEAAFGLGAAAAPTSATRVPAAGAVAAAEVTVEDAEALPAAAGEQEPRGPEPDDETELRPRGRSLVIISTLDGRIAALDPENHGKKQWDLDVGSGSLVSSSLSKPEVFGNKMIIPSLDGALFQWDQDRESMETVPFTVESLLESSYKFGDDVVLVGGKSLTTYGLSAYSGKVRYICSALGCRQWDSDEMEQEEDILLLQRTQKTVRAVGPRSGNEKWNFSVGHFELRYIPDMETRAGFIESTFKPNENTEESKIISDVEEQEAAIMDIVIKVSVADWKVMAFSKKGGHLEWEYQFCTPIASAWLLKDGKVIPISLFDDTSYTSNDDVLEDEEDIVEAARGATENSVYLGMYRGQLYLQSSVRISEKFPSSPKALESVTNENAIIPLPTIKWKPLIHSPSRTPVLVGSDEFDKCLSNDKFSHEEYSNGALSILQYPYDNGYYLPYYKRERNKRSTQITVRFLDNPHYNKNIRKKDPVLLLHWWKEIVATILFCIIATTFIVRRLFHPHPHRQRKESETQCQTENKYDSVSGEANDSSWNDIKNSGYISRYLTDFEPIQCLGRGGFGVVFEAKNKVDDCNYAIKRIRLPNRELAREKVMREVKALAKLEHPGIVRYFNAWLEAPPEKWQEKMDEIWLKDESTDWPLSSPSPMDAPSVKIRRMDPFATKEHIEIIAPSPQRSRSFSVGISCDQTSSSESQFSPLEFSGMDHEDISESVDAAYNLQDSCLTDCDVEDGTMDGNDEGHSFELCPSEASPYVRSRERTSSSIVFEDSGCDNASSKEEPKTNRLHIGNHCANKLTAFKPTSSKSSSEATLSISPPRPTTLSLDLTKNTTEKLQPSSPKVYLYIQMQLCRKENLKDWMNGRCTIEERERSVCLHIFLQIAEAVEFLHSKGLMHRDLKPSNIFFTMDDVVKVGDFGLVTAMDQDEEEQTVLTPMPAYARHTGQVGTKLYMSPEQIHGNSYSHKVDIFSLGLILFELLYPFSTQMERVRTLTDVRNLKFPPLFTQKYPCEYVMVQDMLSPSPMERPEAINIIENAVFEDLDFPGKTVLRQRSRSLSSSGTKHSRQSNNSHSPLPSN
FXIIa inh 1536 – blocks human coagulation factor XIIa protease activity; P00748; purified FXIIa, Boc-QGR-AMC fluorogenic substrate, 2 h; inhibition, % at 5 µM; AID 800; actives 0.3% (n = 220,000); in the data active means inhibition above about 40%;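 further: 0% = enzyme with no compound and 100% = blank without enzyme; many of its hits are not listed in these tables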
The depositor's hits bear a star; / = not tested or not shown; [ ] = remark or other dose.

SMILES	FXIa inh	KCC2 mod	Wee1 degr inh	thrombin 1536	Furin inhibitor	KLK5 inh	p97 ATPase inh	PERK inhibitor	FXIIa inh 1536
O=C(c1cccc(-c2nnc(-c3ccccc3)o2)c1)N1CCCCCC1	5.1	-2.23	4.9	1.3	2.1[20 µM]	4.3	-1.4	-0.6	-4.3
O=C(CSCc1ccccc1)N/N=C/c1cc2c(cc1Br)OCO2	7.1	-1.4	2.1	3.3	-15.7	-3.2	7.2	1.5	12.0
CCOC(=O)c1nnc(-c2ccccc2)nc1N1CCSCC1	-3.2	-0.793	-2.5	-4.0	-10.0	1.4	5.7	1.0	6.2
Cc1ccc(SCCC(=O)Nc2cccc(N(C)S(C)(=O)=O)c2)cc1	-3.1	-1.19	0.5	-9.7	-25.3[20 µM]	-2.0	-0.7	0.0	-8.9
Cc1ccccc1-c1nc(CN2CCC(C(=O)NCc3ccco3)CC2)c(C)o1	1.2	-1.39	-0.9	-0.5	-18.0	-5.8	-0.8	-0.9	18.1
O=C(Cc1ccc(Br)cc1)Nc1ccccc1Sc1ccccc1	-6.6	0.43	-2.8	-5.5	-9.1[20 µM]	17.1	-2.5	0.4	7.3
COc1ccc(S(=O)(=O)NCC2CCCN(Cc3ccc(C)o3)C2)cc1 (stereo unspecified)	-4.0	0.349	-0.8	-0.8	-5.0	12.0	8.8	-0.6	3.6
COc1ccccc1N/C(N)=N/c1nc(CSc2ccc(C)cc2)cc(=O)[nH]1	1.9	-0.424	-2.3	0.5	-7.9	5.0	-7.0	-0.9	11.1
Cc1ccc(S(=O)(=O)NNC(=O)C(=O)NNS(=O)(=O)c2ccc(C)cc2)cc1	0.3	1.31	1.4	-1.7	-13.0	-5.8	1.3	1.5	17.1
c1coc(-c2ccnc3nc(-n4cccc4)nn23)c1	-3.1	-1.69	0.3	-13.9	-19.3	-2.1	4.0	0.6	2.3
COC(=O)c1ccc(CN2C(=O)NC3(CCCc4ccccc43)C2=O)o1 (stereo unspecified)	0.5	/	-3.1	2.3	-15.9	-11.7	4.3	-0.2	6.9
COC(=O)c1ccc(CSc2nc3sc4c(c3c(=O)n2C)CCCC4)o1	1.2	2.43	-1.2	-3.5	-12.5	-17.0	1.2	0.7	5.6
Cn1c(-c2cccc(Br)c2)cnc1NCc1cccnc1	2.3	/	7.4	2.7	-19.5	-12.2	4.9	1.0	15.4
O=C1CCCC(O)=C1C=Nc1ccc2c(c1)oc1ccccc12	0.5	-0.594	-4.4	-3.5	-20.1[20 µM]	-4.0	2.9	0.0	2.4
Cc1ccc(NC(=O)c2cccnc2)cc1S(=O)(=O)N(C)C	-5.2	-0.00378	-1.4	-6.3	-22.2	-5.4	3.1	1.8	1.0
O=C(CC1SCCNC1=O)Nc1ccc(Cl)cc1 (stereo unspecified)	-4.1	0.548	1.9	-7.0	-23.1	-2.0	0.4	1.3	9.5
N=c1c2c3c(sc2nc2n1CCCCC2)CCCCC3	-8.2	-0.128	-0.4	-8.6	-23.8	-19.6	3.9	-0.2	2.0
CSc1nc(N2CCOCC2)c2c(c1C#N)CCCCC2	-14.9	-1.06	-0.1	-4.3	-22.4[20 µM]	-16.5	-2.0	-0.4	-1.3
COc1cc(C2C(C#N)=C(N)OC3=C2C(=O)CCC3)c([N+](=O)[O-])cc1OC (stereo unspecified)	-13.3	-0.332	-1.5	-3.1	-11.3[20 µM]	0.5	8.3	0.5	-16.4
Cc1sc2nc(C)n(/N=C/c3ccc(O)cc3)c(=O)c2c1C	-0.6	/	-2.5	-5.3	-18.7[20 µM]	0.9	2.4	0.1	-20.8
CCC(=O)N1N=C(c2ccc(NS(C)(=O)=O)cc2)CC1c1ccc(C)cc1 (stereo unspecified)	-9.9	/	3.2	0.2	-15.7[20 µM]	-40.7	-3.8	-1.1	15.1
Cc1ccc(C)n1-c1cc(S(=O)(=O)N2CCOCC2)ccc1N1CCCC1	-15.5	0.309	-3.6	-6.2	-15.7	-1.3	-0.4	-0.6	6.3
COc1ccc(-c2nc(SCC(=O)NC3CCCC3)c(-c3ccc(OC)cc3)[nH]2)cc1	-3.9	-0.612	4.1	0.6	-17.2	-2.9	-2.2	-1.2	9.0
O=C1C(Cl)=C(N2CCCCC2)C(=O)C(Cl)=C1c1cnc(N2CCCCC2)s1	7.1	0.227	-0.3	4.2	-16.6[20 µM]	-2.6	3.9	-0.1	13.6
CC(C)C(=O)Nc1ccc([N+](=O)[O-])c(C(F)(F)F)c1	1.2	-0.00532	-0.6	-10.1	-23.4	6.2	5.1	0.3	7.7
(list continues)
SMILES	FXIa inh	KCC2 mod	Wee1 degr inh	thrombin 1536	Furin inhibitor	KLK5 inh	p97 ATPase inh	PERK inhibitor	FXIIa inh 1536
OC1(c2ccc(Cl)cc2)CN(c2ccccc2)C2=[N+]1CCS2 (stereo unspecified)	4.5	-0.8	-3.5	-1.1	-18.4	-18.7	-1.3	0.1	0.0
O=C1NC(c2ccco2)Nc2sc3c(c21)CCN(Cc1ccccc1)C3 (stereo unspecified)	2.1	-1.05	0.9	-0.7	-25.1	-30.5	-0.5	1.5	9.8
CCCCCC(=O)N1CCN(CCN=CC2=C(O)CC(c3cccs3)CC2=O)CC1 (stereo unspecified)	-0.3	-0.348	0.2	-18.7	1.7[20 µM]	5.0	-2.5	-1.2	-5.2
CCOc1ccc(NS(=O)(=O)c2ccc(NC(=O)[C@@H]3CCCC[C@@H]3C(=O)O)cc2)cc1	2.6	0.246	0.8	-1.6	-19.7	-2.9	5.6	0.4	11.6
NC(=O)/C(=C\c1ccncc1)c1cccc2ccccc12	-5.9	/	-0.9	-8.6	-6.1	-6.0	2.4	-1.4	-0.4
OC1CCCN(CC(O)c2ccccc2)C1 (stereo unspecified)	-5.2	0.877	-0.8	-6.0	-26.4	-12.5	-0.5	-0.3	4.0
Cc1occc1-c1n[nH]c(=S)n1C	-1.5	0.00651	-2.1	-13.8	-20.9	2.9	-2.6	-0.5	3.0
CCN(CC)C(=O)CC(c1cc(OC)c(OC)c(OC)c1)c1c(O)cc(OC)cc1OC (stereo unspecified)	0.8	0.00608	/	1.0	-34.5	0.4	/	/	9.6
O=C(COC(=O)c1ccco1)NCc1ccc2c(c1)OCO2	1.4	0.281	-1.7	-0.7	-22.5	1.3	4.2	1.3	11.2
COC(=O)/C=c1/sc2n(c1=O)CCN=2	0.1	/	9.2*	-1.4	-19.3	-15.3	0.5	0.9	7.5
O=C(NCCCO)c1nc2ccccc2s1	-0.6	-0.106	0.4	-9.9	-26.1[20 µM]	-14.5	3.1	0.5	6.2
Cc1ccc(Sc2ncccc2/C=N/O)cc1	-4.9	-0.592	-1.7	0.0	-4.8	-10.6	7.1	1.5	1.4
COC(=O)c1ccc(CNC(=O)CNc2cc(C(F)(F)F)ccc2N2CCOCC2)cc1	-1.2	0.665	-1.9	-1.6	-1.6	-0.5	-0.7	-0.9	9.5
CC(=O)N1CCN(c2ccccc2NC(=O)c2ccc(-c3cccc([N+](=O)[O-])c3)o2)CC1	3.8	0.155	2.1	0.1	-17.1	/	8.8	1.6	7.3
COc1ccc(C(=O)Nn2c(SCc3ccc([N+](=O)[O-])cc3)nc3ccccc3c2=O)cc1	4.7	-0.0141	7.6	-1.0	-18.8	-1.2	1.2	0.5	15.6
CC(C)(C)C(=O)NC(=S)NNC(=O)c1sc2ccccc2c1Cl	-1.9	48*	-1.0	-5.3	-15.9	-119.4	-4.9	-0.4	5.3
CCCSc1nnc(NC(=O)Nc2ccc(C)cc2)s1	-5.5	0.965	0.1	-7.9	-11.0	51.8*	-10.5	0.2	-1.3
CCOC(=O)C(C)Oc1ncnc2cccc(F)c12 (stereo unspecified)	-4.6	0.563	-2.3	-7.3	-11.1	-3.3	0.3	-0.7	2.3
CCN1CCN(c2nc(N)c([N+](=O)[O-])c(Nc3cccc(C)c3)n2)CC1	0.6	0.506	-0.5	-7.0	12.0	-15.8	0.7	-0.8	1.4
COc1cc(OC)cc(C(=O)NC(C(=O)O)C23CC4CC(CC(C4)C2)C3)c1 (stereo unspecified)	0.9	-0.31	-2.0	/	-42.4	-2.8	3.8	0.1	3.1
Cc1ccc(-n2cc(CNCCCn3ccnc3C)c(-c3ccc(F)cc3)n2)cc1	-3.8	/	-1.5	-6.0	-26.8	/	1.3	0.6	4.3
CN1CCN(C(=O)CSc2cc(=O)n(C)c3ccccc23)CC1	-3.7	0.0559	-2.5	-6.0	-9.0	/	-2.6	-0.4	4.7
CCNC(=O)NC1(C(=O)Nc2ccc3c(c2)CCC3)CCCCC1	5.8	0.00608	-0.8	0.7	-19.1	5.5	4.3	-0.8	18.2
O=C(O)c1ccccc1C(=O)N1CC=C(c2ccccc2)CC1	-6.8	/	0.3	-5.3	-32.2	-0.8	2.1	0.2	-0.4
O=C(COc1ccc(OCc2ccccc2)cc1)NC1CCOC1=O (stereo unspecified)	4.6	-0.0523	7.9	4.2	-10.8	-3.2	-2.0	0.4	16.4
Following part:
SMILES	FXIa inh	KCC2 mod	Wee1 degr inh	thrombin 1536	Furin inhibitor	KLK5 inh	p97 ATPase inh	PERK inhibitor	FXIIa inh 1536
CCOC(=O)c1cc(CC)sc1NC(=O)COC(=O)c1cc[n+]([O-])cc1	-3.3	0.0252	4.6	-1.2	-29.4	2.5	1.6	0.6	/
O=C(CCl)Nc1cccc(S(=O)(=O)NC2=NCCC2)c1	-3.6	0.608	4.7	-1.3	-16.0	-1.2	-2.8	0.6	5.9
Cc1ccc(NC(=O)CSc2nnc(NC(=O)CN3CCOCC3)s2)cc1	-0.4	/	0.3	1.4	-29.2	-3.5	3.6	0.4	9.2
Cc1nc2ccccc2c(=O)n1/N=C/c1ccccn1	2.7	0.45	-2.4	-1.9	-20.4	0.7	4.3	3.0*	0.6
CCc1ccccc1N1CC(C(=O)O)CC1=O (stereo unspecified)	-4.8	-0.19	-1.3	-7.2	-17.6[20 µM]	11.2	1.9	1.5	-5.5
COc1ccc(OCCOC(=O)c2cccs2)cc1	3.8	/	1.4	-5.0	-18.5	-6.0	0.4	1.0	13.7
O=C(CN(c1ccc(Cl)cc1)S(=O)(=O)c1ccc(Cl)c([N+](=O)[O-])c1)NCCc1ccc(F)cc1	-4.5	1.25	0.0	-9.4	-11.5	-13.5	-4.4	0.1	5.6
Cc1ccc(C2(C(F)(F)F)N=C3Sc4cc(C)cc(C)c4N3C(=O)N2)cc1 (stereo unspecified)	5.4	-0.146	-2.3	6.7	-11.5[20 µM]	-8.2	-4.0	0.9	5.8
COc1cc2nc3occc3c(OC)c2cc1OC	4.4	-0.885	0.1	0.5	-23.5	-12.3	3.6	0.3	9.4
Cc1ccc(NC(=O)C2CC(=O)n3c(nc4ccccc43)N2)cc1Cl (stereo unspecified)	-4.2	0.345	-2.3	-7.8	-25.0	-1.7	6.7	0.8	-1.9
COc1ccc(C(=O)N2CCN(c3cccc(Cl)c3)CC2)c(OC)c1	-6.0	/	0.9	-2.7	-4.5[20 µM]	-4.5	-3.2	-0.9	1.5
COCCn1c(=NC(=O)C(C)(C)C)sc2cc([N+](=O)[O-])ccc21	4.8	1.08	0.9	-0.5	-14.8	-16.3	3.5	0.5	8.6

Screening results deposited in PubChem by several laboratories.
